PRMT1 FP inh: PRMT1 methyltransferase inhibitors, primary screen, biochemical, fluorescence polarization; Protein arginine N-methyltransferase 1 (Homo sapiens), Q99873; recombinant PRMT1, activity-based probe fluorescence polarization; inhibition, % at 2.79 µM; 370,000 tested, 1.3% active; AID 652257, 2013;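 active means inhibition above about 21% made by adding two undisclosed values, limit read from the data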
Tn7 DDE FP: inhibitors of Tn7 peptide binding to fibrin DD(E), primary screen, biochemical, fluorescence polarization, human fibrin, Tn7 probe; inhibition, % at 8.3 µM; FP displacement of FITC-Tn7 peptide from fibrin DD(E); 0% = median of compound wells per plate; Fibrinogen beta chain (Homo sapiens), P02675; AID 720508, 2013; 370,000 tested, 0.13% active;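 active means inhibition above the mean of compounds falling within the control limits plus 3 SD of them, cut at about 14% in these data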;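 further: 0% = plate median of compound wells and 100% = 10 µM Aha-Tn7 peptide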
Target sequence (P02675 whole entry, looked up): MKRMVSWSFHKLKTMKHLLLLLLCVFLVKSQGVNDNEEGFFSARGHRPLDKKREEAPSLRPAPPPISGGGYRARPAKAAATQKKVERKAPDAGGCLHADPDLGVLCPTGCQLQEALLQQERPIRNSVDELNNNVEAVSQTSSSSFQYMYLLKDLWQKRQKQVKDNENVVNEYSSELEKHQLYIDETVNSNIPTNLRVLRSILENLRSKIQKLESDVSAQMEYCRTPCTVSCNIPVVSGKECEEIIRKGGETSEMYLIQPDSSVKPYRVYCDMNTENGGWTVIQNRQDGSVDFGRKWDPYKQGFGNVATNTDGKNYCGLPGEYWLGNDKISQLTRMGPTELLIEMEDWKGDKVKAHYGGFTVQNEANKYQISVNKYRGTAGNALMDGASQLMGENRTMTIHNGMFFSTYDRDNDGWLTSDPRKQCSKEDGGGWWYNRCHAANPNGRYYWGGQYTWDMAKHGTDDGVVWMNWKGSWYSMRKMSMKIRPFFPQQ
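Test system – human fibrin DD(E) · Times – 10 min preincubation, 3 h with tracer, room temperature · Detection – fluorescence polarization of the labelled Tn7 tracer · Measure – percent inhibition normalized to high-control wells · Benchmarks – high control wells with 10 µM unlabelled Aha-Tn7 peptide (full inhibition) · Repeats – singlicate testing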
LEDGF integ inh: blockers of LEDGF/p75-dependent integrase strand transfer – biochemical, TR-FRET, high throughput, primary screen | 370,000 tested, 0.64% active | HIV-1 integrase (with human LEDGF/p75) | TR-FRET IN-LEDGF/p75 DNA integration, Eu/Cy5 | inhibition, % at 3.7 µM | AID 743269, 2014;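 active means inhibition above the screen-wide mean plus 3 SD, cut at about 13% in these data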;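 further: signal is the Cy5 over europium emission ratio at 671 and 618 nm; 0% = plate median of compound wells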
UHRF1 MBD2 ctr: UHRF1 methylated DNA binding inhibitors, primary screen, counter-screen for MBD2 inhibitor project, biochemical, TR-FRET, human UHRF1, single concentration; E3 ubiquitin-protein ligase UHRF1 (Homo sapiens), Q96T88; UHRF1 binding to methylated oligo; inhibition, % at 4.4 µM; 370,000 tested, 0.75% active; AID 687016, 2013; in the data active means inhibition above about 21%;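 further: UHRF1 SRA domain binding a hemimethylated CpG hairpin DNA probe; 0% = median of test compound wells and 100% = reference inhibitor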
TDP2 inh: human TDP2 enzyme inhibitors, primary screen, biochemical, epi absorbance, recombinant enzyme; T5PNP hydrolysis, p-nitrophenol absorbance 415 nm; AID 720702, 2013; 370,000 tested, 0.34% active; inhibition, % at 12.8 µM;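 active means inhibition above the mean of all tested compounds plus 3 SD, set per campaign, cut at about 25% in these data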;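 further: 0% = DMSO with enzyme and 100% = buffer with substrate but no TDP2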
Target sequence (O95551 whole entry, looked up): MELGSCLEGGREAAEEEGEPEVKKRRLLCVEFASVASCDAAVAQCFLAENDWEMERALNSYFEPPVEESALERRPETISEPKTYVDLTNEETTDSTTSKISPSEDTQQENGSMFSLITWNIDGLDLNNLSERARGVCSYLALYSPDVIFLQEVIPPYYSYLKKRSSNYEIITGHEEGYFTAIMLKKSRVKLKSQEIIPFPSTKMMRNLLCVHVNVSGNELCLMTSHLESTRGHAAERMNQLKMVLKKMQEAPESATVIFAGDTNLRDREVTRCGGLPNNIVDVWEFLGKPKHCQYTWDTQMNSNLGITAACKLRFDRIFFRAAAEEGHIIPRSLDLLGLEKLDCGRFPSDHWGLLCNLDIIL
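Material: recombinant human TDP2; quantity: TDP2 enzyme at 120 nM final; medium: Tris-HCl pH 7.5 with MgCl2; compound: single concentration, 12.8 µM nominal, with 1% DMSO; incubation: 2 h enzyme incubation at 37 °C; signal: epi absorbance; measure: percent inhibition; benchmarks: high control without enzyme, low control DMSO plus TDP2; repeats: singlicate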
KLK7 zymogen act: proKLK7 zymogen activators, primary screen, biochemical, fluorescence intensity; Kallikrein-7 (Homo sapiens), P49862; purified proKLK7, EDANS-DABCYL substrate fluorescence; 100% is mature enzyme control, 0% vehicle; activation, % at 7 µM; 370,000 tested, 0.9% active;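 active means activation above the mean of all tested compounds plus 3 SD, computed per campaign excluding outliers beyond control limits, cut at about 13% in these data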
Target sequence (P49862 whole entry, looked up): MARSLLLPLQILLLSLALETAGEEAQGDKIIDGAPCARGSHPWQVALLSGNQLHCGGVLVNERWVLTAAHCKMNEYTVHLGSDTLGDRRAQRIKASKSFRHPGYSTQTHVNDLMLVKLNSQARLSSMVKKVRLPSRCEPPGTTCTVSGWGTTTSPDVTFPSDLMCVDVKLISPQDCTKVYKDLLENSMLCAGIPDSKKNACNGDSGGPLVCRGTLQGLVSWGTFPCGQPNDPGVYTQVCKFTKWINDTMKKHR
SIAE inh: human SIAE inhibitors, primary screen, biochemical, fluorescence polarization, FP-Rh probe, 1536-well HTS | Sialate O-acetylesterase (Homo sapiens), Q9HAT2 | SIAE FP-Rh probe binding | inhibition, % at 9.66 µM | 370,000 tested, 0.69% active | AID 1053197, 2014;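 active means inhibition above a cutoff: mean of compounds within the control limits plus 3 SD of those, cut at about 17% in these data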;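 further: 0% = plate median of compound wells and 100% = probe without SIAE protein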
TCR CD3 inh: inhibitors of human TCR-CD3 interaction, primary screen, biochemical, fluorescence, TAMRA-labeled TCR probe; T-cell receptor (TCR); 360,000 tested, 0.37% active; inhibition, % at 9.4 µM; in the data active means inhibition above about 19%;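 further: recombinant mutant TCR 2C K166C tagged with TAMRA read by polarization; 0% = receptor in buffer alone and 100% = receptor with positive control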
MBD2 DNA inh: inhibitors of MBD2 binding to methylated DNA, primary screen, biochemical, TR-FRET, DNA-binding domain, human. Methyl-CpG-binding domain protein 2 (Homo sapiens), Q9UBB5. MBD2 binding to methylated oligonucleotide. inhibition, % at 4.4 µM. 370,000 tested, 0.31% active; in the data active means inhibition above about 13%
DDE Tn6 FP inh: inhibitors of Tn6 peptide binding to fibrin DD(E), primary screen, biochemical, fluorescence polarization, human fibrin, Tn6 probe; Fibrinogen beta chain (Homo sapiens), P02675; Fibrin DD(E) TRITC-Tn6 fluorescence polarization displacement; inhibition, % at 8.3 µM; 370,000 tested, 0.21% active;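 active means inhibition above a per-campaign cutoff: mean of compounds within control limits plus 3 SD, cut at about 15% in these data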;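 further: 0% = median of all compound wells on the plate and 100% = blocking peptide control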
Numbers without * were called inactive; . = not tested or not shown.

SMILES	PRMT1 FP inh	Tn7 DDE FP	LEDGF integ inh	UHRF1 MBD2 ctr	TDP2 inh	KLK7 zymogen act	SIAE inh	TCR CD3 inh	MBD2 DNA inh	DDE Tn6 FP inh
CCOC(=O)N1CCN(C(=O)c2cn(C)c3ccc(S(=O)(=O)N4CCC(C)CC4)cc3c2=O)CC1	-3	2	0	1	4	-0.8	5	9	1	8
CCN(CC)CCn1c2c(c(SCC(=O)Nc3ccc(C(C)C)cc3)nc1=O)CCC2	5	-4	1	3	0	-0.5	2	-13	-3	6
Cc1ccc(-c2csc(NC(=O)C3CC(=O)N(Cc4ccco4)C3)n2)cc1 (configuration not stated)	3	1	-3	4	-4	0.4	-7	-2	3	-4
CC1CCN(C(=O)CCc2nnc3ccc(NCc4ccco4)nn23)CC1	4	7	-7	3	0	-0.4	-2	-2	4	1
CCCC(C(=O)c1ccccc1)n1cncn1 (configuration not stated)	-1	1	0	0	3	-0.4	2	1	-4	3
CC1C2C(C)N(C)C(=O)N(C)C2N(C)C(=O)N1C (configuration not stated)	20	10	-4	0	12	-0.6	3	1	1	-1
Cc1cc(C(=O)Nc2cccnc2)on1	2	2	0	0	6	-0.1	3	-1	1	0
CCOc1ccc(C2Sc3ccccc3NC3=C2C(=O)OC3)cc1 (configuration not stated)	-5	2	1	-1	3	1.0	2	1	-3	-9
O=C(c1cc(Cl)nc2ccccc12)N1CCN(Cc2ccc3c(c2)OCO3)CC1	-3	-1	7	1	3	0.6	9	-1	2	3
COc1ccc(NC(=O)C2CCCN(S(=O)(=O)c3ccc(C)cc3)C2)cc1OC (configuration not stated)	0	-7	0	-1	0	0.1	-3	8	5	-3
O=C(NCCc1csc(-c2cccnc2)n1)c1ccc(Br)o1	8	-2	-2	-3	5	-0.3	18*	6	-2	-4
CCN(CC)CCN1C(=O)C(=O)/C(=C(/O)c2ccc(F)cc2)C1c1ccncc1 (configuration not stated)	-1	2	3	2	16	-0.3	0	-1	-1	7
CN(Cc1ccc(Cl)cc1)C(CCc1ccccc1)C(=O)NC1CCCCC1 (configuration not stated)	-3	-4	2	18	-7	0.5	4	-1	4	2
CCOC(=O)C(C(C)=O)C(c1ccc(OC)cc1)C(C(C)=O)C(=O)OCC (configuration not stated)	-1	-6	-3	2	9	-0.9	-3	7	-3	1
Cc1nnc(SCC(=O)Nc2nonc2C)s1	3	6	-5	1	-12	-0.4	-5	-8	2	-9
O=C(O)CCCn1cc(NC(=O)COc2ccccc2)cn1	-1	0	4	3	-20	-0.5	-17	9	3	0
Cc1ccc(C(=O)NC(NC(=O)c2ccc(C)cc2)c2cccc([N+](=O)[O-])c2)cc1	-1	-3	0	-1	9	0.1	-7	7	4	5
CN(C)S(=O)(=O)c1ccc(C(=O)N2CCN(S(=O)(=O)c3ccc4c(c3)OCCO4)CC2)cc1	-1	1	0	-4	1	0.0	20*	4	2	3
Cc1ccn2c(=O)nc(SCC(=O)N3CCC(C)CC3)nc2c1	0	-2	-2	-2	8	-0.2	2	-4	2	-6
CCOC(=O)C1=C(COC(=O)c2cc(S(=O)(=O)N3CCOCC3)ccc2F)NC(=O)NC1C (configuration not stated)	1	6	-1	0	-6	0.1	1	4	-1	0
CCCn1c(=O)c(C(=O)NC(C)c2ccccc2)c(O)c2ccccc21 (configuration not stated)	2	1	-1	0	-5	-0.2	-9	-7	5	-3
CCCOC(=O)c1ccc(NC(=O)c2nc3nc(C)cc(C)n3n2)cc1	-8	3	4	-3	3	0.2	3	5	0	-2
CC1=NNC(=O)C1CCC(=O)N/N=C(\C)c1ccc(Cl)cc1 (configuration not stated)	-3	-2	6	0	-2	-0.5	10	5	5	-8
Cc1ccc(-n2nnnc2Sc2nc([N+](=O)[O-])nn2C)c(C)c1	0	-3	2	0	-2	-0.1	-2	5	0	9
CCc1ccc(CN2CCSCC2)cc1	-3	-4	4	1	3	-0.5	0	-4	0	6
CC(C)(C)OC(=O)[C@H](Cc1ccccc1)NC(=O)c1nc[nH]c1C(=O)NCc1ccccc1	-1	-5	1	-2	-2	0.3	-10	5	-1	3
Cc1cc([N+](=O)[O-])nn1CCCC(=O)Nc1sc2c(c1C(N)=O)CCCC2	6	0	0	1	-7	1.2	7	0	0	2
COC(=O)c1ccc(CNC(=O)CCc2c[nH]c3ccccc23)cc1	4	4	0	0	0	0.3	10	-8	-6	-1
COCCCNC(=O)c1ccc2c(c1)ncn2-c1ccc(C)cc1C	3	-5	1	0	-3	0.2	-4	5	3	1
C=CC[C@H](CC(=O)NCCO)C(=O)N[C@H](COC(=O)[C@@H](CC=C)CC(=O)OC(C)(C)C)Cc1c[nH]c2ccccc12	4	4	-2	0	-14	-0.5	-3	-7	5	-8

Some of these compounds in order of number of heavy atoms, low to high.
SMILES	PRMT1 FP inh	Tn7 DDE FP	LEDGF integ inh	UHRF1 MBD2 ctr	TDP2 inh	KLK7 zymogen act	SIAE inh	TCR CD3 inh	MBD2 DNA inh	DDE Tn6 FP inh
CCc1ccc(CN2CCSCC2)cc1	-3	-4	4	1	3	-0.5	0	-4	0	6
CCCn1c(=O)c(C(=O)NC(C)c2ccccc2)c(O)c2ccccc21 (configuration not stated)	2	1	-1	0	-5	-0.2	-9	-7	5	-3
C=CC[C@H](CC(=O)NCCO)C(=O)N[C@H](COC(=O)[C@@H](CC=C)CC(=O)OC(C)(C)C)Cc1c[nH]c2ccccc12	4	4	-2	0	-14	-0.5	-3	-7	5	-8

Carrying on:
SMILES	PRMT1 FP inh	Tn7 DDE FP	LEDGF integ inh	UHRF1 MBD2 ctr	TDP2 inh	KLK7 zymogen act	SIAE inh	TCR CD3 inh	MBD2 DNA inh	DDE Tn6 FP inh
CCOC(=O)N1CCN(C(=O)C[C@@H]2C(=O)N(CCc3ccc(Cl)cc3)/C3=C/CCCCC[C@@]32C(=O)OCC)CC1	0	-5	-3	0	0	0.2	6	.	0	5
N#CCCN(C(=O)COC(=O)COc1ccccc1Cc1ccccc1)c1ccccc1	7	4	-4	-2	2	0.2	2	0	7	2
Cc1cc(C)cc(N(CC(=O)NC2CCC(C)CC2)S(=O)(=O)c2ccc(C(C)(C)C)cc2)c1 (configuration not stated)	-5	2	0	-3	12	0.3	-1	.	-2	-7
Cc1cc(=O)oc2cc3oc(=O)cc(C)c3cc12	-7	-9	7	-2	-10	0.5	-2	-2	-1	5
C/C(N)=C(/C#N)C(=O)CSc1nnc(COc2cc(C)ccc2C)o1	2	-8	3	0	-6	0.0	-10	8	1	4
COc1ccc([C@@H](C)NC(=O)c2ccc3oc(C(C)C)nc3c2)cc1	-1	-1	3	2	-11	-0.3	5	1	1	-6
Cc1ccc(-n2ncc3c(=O)[nH]c(SCC(=O)N4CCCc5ccccc54)nc32)cc1	3	-5	-1	3	-4	-0.1	0	2	0	-3
CC(C)(O)c1[nH]c2ccc(C#N)cc2c1C(C)(C)O	0	2	-1	2	-2	0.3	-7	1	-1	-3
CCn1nnnc1NCc1cccc(Cl)c1	-3	9	-4	-2	8	0.5	1	6	-4	7
CCOC(=O)[C@@H](C)N(Cc1ccc(OC)cc1)S(=O)(=O)N(Cc1ccccc1)[C@H](C(=O)OC)C(C)C	0	-4	1	-1	-1	0.7	-2	-5	-2	5
Cc1ccccc1C(=O)N/N=C/c1ccc(OCC(=O)N2CCCCC2)cc1	0	0	-3	0	0	0.3	-1	3	-1	5
CCN(C(=O)COC(=O)c1ccc(=O)n(Cc2ccccc2)n1)C1CCCCC1	3	2	0	1	2	-1.0	-3	3	-2	-5
Cc1ccc(-n2nc3c(=O)n(CCCC(=O)N4CCCCC4)nc(C)c3c2C)cc1	-3	0	-2	-1	-5	-0.3	-6	6	0	1
Oc1ccc(CNc2cccnc2)c2cccnc12	39*	2	-2	-5	-15	.	10	.	0	-2
CC1=C(C(=O)N(C(C)C)C(C)C)CC(CC(=O)NCc2cccs2)C(=O)N1CCCN1CCCC1=O (configuration not stated)	5	-2	-3	3	-10	-0.3	21*	-6	5	2
CC(=O)Nc1nonc1NC(=O)COc1ccccc1	1	-5	2	-1	-2	0.1	6	5	0	5
CC1(C)C2CCC1(CS(=O)(=O)N1CCN(c3ccc(F)cc3)CC1)C(=O)C2 (configuration not stated)	-4	0	-3	-1	-3	0.0	-6	-6	2	5
S=C(Nc1ccc(Br)cc1Cl)NN1CCOCC1	-2	2	3	1	-7	0.1	3	1	-3	0
O=C(NCCSc1ccccc1)c1ccc(CN2CCOCC2)cc1	5	2	0	3	-4	0.0	2	-4	1	6
COc1cccc(NC(=O)N2CCCC2C(=O)NCc2ccccc2)c1 (configuration not stated)	-3	4	-3	2	12	-0.6	10	6	-1	0
COc1ccc(S(=O)(=O)N2CCC(C(=O)N[C@@H](C)C(=O)NCc3cccnc3)CC2)cc1	-2	-5	-2	1	1	0.3	2	-4	6	0
O=C(COC(=O)c1cccc([N+](=O)[O-])c1)NCc1ccc2c(c1)OCO2	-2	2	-2	-1	-9	-0.2	2	1	-1	-1
C=CCc1ccc(OCC(O)CN2CCc3ccccc3C2)c(OC)c1 (configuration not stated)	-7	-2	6	4	-15	0.2	-5	-3	-1	-4
CCOc1ccccc1NC(=O)CN1CCC(NC(=O)c2ccccc2C)CC1	1	5	21*	-2	4	0.1	-1	-4	-4	-2
Cc1ccc(/C=N/n2c(C)nc3ccccc3c2=O)o1	3	5	-3	0	-9	-0.6	-10	1	4	3
Cc1ccc(S(=O)(=O)NCC(=O)N(CC(=O)NCC2CCCO2)Cc2ccco2)cc1 (configuration not stated)	-1	-1	-2	-3	-2	-0.4	-6	8	0	7
O=C(CNC(=O)c1ccco1)NNC(=O)c1n[nH]c(=O)c2ccccc12	-2	3	-3	0	-13	0.1	2	5	7	1
COc1ccc(CCC(C)Nc2ccccc2F)cc1 (configuration not stated)	-3	9	0	-3	-6	-0.2	3	4	-5	9
CC(=O)N1N=C(c2ccccc2OC(=O)/C=C/c2ccccc2)CC1c1ccccc1 (configuration not stated)	3	-3	0	11	-1	-0.6	2	2	-1	6
COc1ccc(Cc2nnc(N/N=C/c3ccc(Br)cc3)[nH]c2=O)cc1OC	1	2	-3	-1	14	0.2	-3	-4	-2	4

Bioassay records from PubChem BioAssay.
